Screening results (PubChem BioAssay)
TDP1 cell noCPT: qHTS for Inhibitors of human tyrosyl-DNA phosphodiesterase 1 (TDP1): qHTS in cells in absence of CPT | DT40 Tdp1-/- hTDP1 cells, no CPT, ATP luminescence, 48 h | AID 686978, 2013 | Potency, µM (series often up to 46.2 µM), inactives show at the top dose activity change, negative = growth inhibition, actives largely listed as inhibitors | hit rate 15% among 420,000; further: nearly all actives have a fitted effect of over 55% in size
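Compound effects on proliferation are scored in DT40 Tdp1-/-;hTDP1 cells in the absence of CPT. ATP levels (CellTiter-Glo luminescence) are recorded after a ≥48 hr, 37 °C incubation.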
DT40 TDP1 CPT: qHTS for Inhibitors of human tyrosyl-DNA phosphodiesterase 1 (TDP1): qHTS in cells in presence of CPT. AID 686979, 2013. Potency, µM (top dose mostly 46.2 µM), for the others: at the top dose activity change, negative = growth inhibition, actives largely listed as inhibitors. chicken DT40 Tdp1-/-;hTDP1 cells + 20 nM CPT, ATP luminescence, 48 h. hit rate 12% among 420,000; further: nearly all actives have a fitted effect of over 55% in size
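Chicken DT40 Tdp1-/- cells stably complemented with human TDP1 were seeded at 400 cells/well in medium containing 20 nM camptothecin, exposed to pin-transferred compounds, and grown at 37 °C for at least 48 hr. Viability was read as ATP luminescence.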
TDP1 inh: qHTS Assay for Inhibitors of Tyrosyl-DNA Phosphodiesterase (TDP1) | Tyrosyl-DNA phosphodiesterase 1 (Homo sapiens), Q9NUW8 | Potency, µM (highest dose often 130 µM), inactives show at the highest dose activity change, negative = inhibition, most hits filed as inhibitors | AID 485290, 2010 | recombinant TDP1, AlphaScreen DNA substrate cleavage | hit rate 0.28% among 350,000; further: nearly all actives have a fitted effect of over 40% in size
Target sequence (Q9NUW8 whole entry, looked up): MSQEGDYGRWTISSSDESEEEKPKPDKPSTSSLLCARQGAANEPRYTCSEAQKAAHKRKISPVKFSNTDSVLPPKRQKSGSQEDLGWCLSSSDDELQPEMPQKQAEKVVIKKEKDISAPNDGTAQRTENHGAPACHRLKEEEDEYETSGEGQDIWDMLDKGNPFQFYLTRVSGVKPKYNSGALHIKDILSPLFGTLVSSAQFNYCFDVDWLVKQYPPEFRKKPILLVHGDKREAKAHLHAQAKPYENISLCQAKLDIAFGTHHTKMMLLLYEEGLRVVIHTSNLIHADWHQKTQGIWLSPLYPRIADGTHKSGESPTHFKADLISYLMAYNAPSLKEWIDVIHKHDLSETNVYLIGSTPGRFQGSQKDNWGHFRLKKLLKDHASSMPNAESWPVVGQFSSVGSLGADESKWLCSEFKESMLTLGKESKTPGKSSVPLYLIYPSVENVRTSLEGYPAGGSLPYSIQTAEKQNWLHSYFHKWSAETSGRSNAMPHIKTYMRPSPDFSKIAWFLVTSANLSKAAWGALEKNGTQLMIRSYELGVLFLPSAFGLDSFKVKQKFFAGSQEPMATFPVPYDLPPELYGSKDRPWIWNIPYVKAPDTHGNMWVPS
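Enzyme-compound mixtures sat 15 min at room temperature, followed by a 5 min reaction with 15 nM final substrate and 10 min with AlphaScreen beads. Recombinant human Tdp1 was used at 1 nM final.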
* = called active by the depositor; ? = inconclusive; . = not tested or not shown; & = joins results of further samples; [ ] = another dose, or the depositor's remark. The call rests on the fitted dose curve; in most records, active means well fitted curve in the direction sought with a large enough effect; inconclusive means small, poorly fitted or top-dose-only effect, or another doubt; inactive means no such curve, though single readings can be large; an effect the other way counts as inactive or inconclusive. On the % scale 0 is the no-effect control and ±100 the full control effect; potency means the concentration at half of the fitted maximal effect.

Structure	TDP1 cell noCPT	DT40 TDP1 CPT	TDP1 inh
CCOC(=O)N1CCN(C(=O)/C(=C/c2ccc(F)cc2)NC(=O)c2ccccc2)CC1	-1%	2%	4%
Cc1ccc(NC(=O)C2CCN(S(=O)(=O)c3cccc4nonc34)CC2)c(Cl)c1	5%	-15%	-5%
CCOC(=O)C1=C(C)N(CCCC(=O)O)C(=O)NC1C(CC)CC (centres undefined)	18%	-4%	.
COc1ccc(NC(=O)c2c(C)oc3ccc(O)c(CN4CCCCCC4)c23)cc1Cl	?	26µM*	4%
COc1ccc(/C=N/n2c(C)cc(C)cc2=O)cc1	-10%	5%	4%
C=CCc1ccc(OCCOc2ccc(/C=N/n3cnnc3)cc2OCC)c(OC)c1	?	?	5%
CCCc1c(C)nc2scc(-c3ccc(Cl)cc3)n2c1=O	?	-12%	.
CC(C)C[C@H](NC(=O)[C@@H]1Cc2ccccc2CN1C(=O)OC(C)(C)C)C(=O)NCC1CCC(C(=O)O)CC1 (some centres undefined)	1%	-4%	4%
COc1cc(-c2nnc(SCC(=O)NC3CCS(=O)(=O)C3)o2)cc(OC)c1OC (centres undefined)	5%	9%	-2%
O=C1CCCN1CN(C(=O)c1ccc2c(c1)OCO2)c1ccc(F)cc1	?	-27%	6%
Cc1cc(NC(=O)CSc2ccc3nnc(-c4cccs4)n3n2)no1	?	?	0%
COc1ccc(C2(C(=O)NCC3Cc4cccc(-c5nc(C)cnc5C)c4O3)CCCC2)cc1 (centres undefined)	-22%	?	.

More results follow:
Structure	TDP1 cell noCPT	DT40 TDP1 CPT	TDP1 inh
CC(C)NC(=O)CC1C(=O)N(Cc2ccccc2)C(C)c2nc3ccccc3n21 (centres undefined)	-16%	-8%	6%
CN(C)CCCNc1c2c(nc3cc(-c4cccc(F)c4)nn13)CCC2	9%	19%	5%
CC(=O)Nc1ccc(CNc2nc(NC(C)C)nc3ccsc23)cc1	-24%	0%	.
O=C1c2ccccc2C(=O)N1CCc1nn[nH]n1	-5%	1%	0%
Cc1cccc(-c2nc3c4ccccc4nc(NCCc4ccccc4)n3n2)c1	?	?	3%
O=C(CCSc1ccccc1)N1CCCC1	-16%	-6%	9%
Cc1cc2c(cc1S(=O)(=O)CCC(=O)NC1CCCCC1C)OCC(=O)N2 (centres undefined)	-19%	-19%	.
COc1ccc(N2CCN(C(=O)CCNS(=O)(=O)c3cccs3)CC2)cc1	-11%	-11%	0%
CCOC(=O)N1CCC(NC(=O)c2cc(C(=O)Nc3ccc(OCC)cc3)ccc2CO)CC1	?	?	-2%
CCOc1ccc(Nc2nc(NCc3ccco3)nc(N)c2[N+](=O)[O-])cc1	-17%	23%	7%
CC(=O)OCCOc1nc(NC(C)C)nc(NC(C)C)n1	?	-20%	6%
O=C(CCNC(=O)N1CC(=O)Nc2ccccc21)NCc1ccccc1	-2%	3%	.

Later entries:
Structure	TDP1 cell noCPT	DT40 TDP1 CPT	TDP1 inh
COc1ccc(C)cc1NC(=O)CN(C)S(=O)(=O)c1ccc2c(c1)CC(C)N2C(C)=O (centres undefined)	?	23µM*	5%
O=C1c2cccc3cccc(c23)N1Cc1ccc(F)cc1	9%	22%	-14%
O=[N+]([O-])c1ccc(O)c(C=Nc2cccc3ccccc23)c1	-15%	16%	5%
Clc1ccc(/C=C/c2nc3ccccc3[nH]2)cc1	?	?	7%
CCOCCOC(=O)NCCCCCCNC(=O)OCCOCC	-22%	-7%	.
COC(=O)c1ccc(COc2ccc(C)cc2[N+](=O)[O-])o1	-4%	8%	4%
CCn1cc(C2C3=C(CC(C)(C)CC3=O)N(c3ccccc3)C3=C2C(=O)CC(C)(C)C3)c(C)n1	-14%	-18%	5%
CCOC1=C2CN(S(=O)(=O)c3ccc(C)cc3)[C@@H](c3ccccc3)C[C@H]2[C@H]2C(=O)N(c3ccccc3)C(=O)[C@H]2C1	13%	5%	.
CCOc1ccc2[nH]c(C(=O)N/N=C/c3ccc(OC)cc3)cc2c1	0.58µM*	0.58µM*	.
Cc1ccc(NC(=O)CCn2c(=O)c3cccn3c3ccccc32)cc1C	18µM*	?	6%&1%
COc1ccc(CNc2nc3ccccc3n2Cc2ccccc2)cc1OC	18µM*	?	6%
CCOC(=O)c1c(NC(=O)C(C)Sc2c[nH]c3ccccc23)sc2c1CCC2 (centres undefined)	?	?	3%

Remaining list, next part
Structure	TDP1 cell noCPT	DT40 TDP1 CPT	TDP1 inh
CCN1CCN(C(=O)CN(CCc2ccccc2)S(C)(=O)=O)CC1	?	-2%	0%
N#Cc1ccc(CN2CC3(CCN(C(=O)c4csnn4)CC3)C2)cc1	-3%	9%	.
Cc1cn2c(=O)cc(COc3ccc(NC(=O)COc4ccccc4)cc3)nc2s1	-25%	3%	9%
O=C(O)CCc1nn2c3ccccc3n(Cc3ccccc3)c2nc1=O	-1%	?	-3%
O=C(OCC(=O)N1CCCCC1)c1cc2ccccc2cc1O	12%	7%	1%
O=C(NC1CCCN(Cc2ccc(Cl)cc2)C1)c1cccc(N2CCCC2=O)c1 (centres undefined)	?	-17%	5%
CC(C)Cn1c(N)c(C(=O)COC(=O)Cc2cccc(C(F)(F)F)c2)c(=O)n(C)c1=O	21µM*	16µM*	.
Cc1ccc(CCN2CCN=C2Nc2ccccc2)cc1	?	?	-4%
CC(C)CN(C(=O)CN1CCN(c2ccccc2F)CC1)c1c(N)n(CC(C)C)c(=O)[nH]c1=O	3%	?	-2%
O=C(NC1CCCCCCC1)c1ccc2c(c1)N(Cc1ccc(F)cc1)C(=O)CS2=O (centres undefined)	?	?	4%
COc1ccc(C(=O)OCCN2CCOCC2)cc1	-11%	-6%	-2%
Cc1c([N+](=O)[O-])nnn1-c1cc(Cl)cc(Cl)c1	?	-12%	-1%

Another view of some results above:
> O=C(OCC(=O)N1CCCCC1)c1cc2ccccc2cc1O
  TDP1 cell noCPT = 12%
  DT40 TDP1 CPT = 7%
  TDP1 inh = 1%

> O=C(NC1CCCN(Cc2ccc(Cl)cc2)C1)c1cccc(N2CCCC2=O)c1 (centres undefined)
  TDP1 cell noCPT = ?
  DT40 TDP1 CPT = -17%
  TDP1 inh = 5%

> CC(C)Cn1c(N)c(C(=O)COC(=O)Cc2cccc(C(F)(F)F)c2)c(=O)n(C)c1=O
  TDP1 cell noCPT = 21µM*
  DT40 TDP1 CPT = 16µM*
  TDP1 inh = .

> Cc1ccc(CCN2CCN=C2Nc2ccccc2)cc1
  TDP1 cell noCPT = ?
  DT40 TDP1 CPT = ?
  TDP1 inh = -4%

More results
Structure	TDP1 cell noCPT	DT40 TDP1 CPT	TDP1 inh
CCCc1cc(=O)oc2cc(OCc3ccc(OC)cc3)c(Cl)cc12	0%	-50%	0%
Cc1c(C(=O)N(C)Cc2ccccc2)oc2ccc(S(=O)(=O)N3CCCC3)cc12	?	-22%	4%
C=CCn1c(SCC(=O)NC2CCCc3ccccc32)nnc1-c1ccncc1 (centres undefined)	?	?	0%
Cc1sc(NC(=O)CN(Cc2ccccc2)C(=O)C2CC2)c(C(N)=O)c1C	4.6µM*	8.2µM*	0%
Cc1ccc2[nH]c3c(N4CCc5ccccc5C4)ncnc3c2c1	3.7µM*	2.9µM*	6%
NNC(=S)Nc1ccc(C(F)(F)F)cc1Cl	-11%	?	1%
CC(C)N(Cc1nc(-c2ccc(Cl)cc2)no1)C(=O)CCC1CCCC1	?	?	-5%
CC(C)(C)c1nnc(N/N=C/c2ccccc2O)n(N)c1=O	1µM*	0.65µM*	8%
CCN(c1ccccc1)S(=O)(=O)c1ccc(OC)c(NC(=O)COc2ccc(C(C)=O)cc2)c1	?	-18%	-6%[0.505 µM]
CCN1CCN(C(c2cccs2)C(C)NC(=O)c2cccnc2)CC1 (centres undefined)	11%	-2%	-3%
CCOC(=O)c1sc(=NC(=O)CCS(=O)(=O)c2ccccc2)n(C)c1C	7%	22%	4%
Cc1cc(C(=O)OCC(=O)N2CCCCCC2)ccc1[N+](=O)[O-]	20%	17%	2%

(more compounds)
Structure	TDP1 cell noCPT	DT40 TDP1 CPT	TDP1 inh
COc1ccc(CCNC(=O)c2cc3c(cc2Cl)N2CCCCCC2=NS3(=O)=O)cc1	-20%	2%	-3%
Cc1cc(C)cc(NC(=O)CN2CCC(C(=O)c3ccccc3)CC2)c1	-29%	-14%	2%
CCOC(=O)c1c(O)c2c(n(Cc3ccco3)c1=O)CCCC2	-8%	-12%	5%
COc1ccc(OCc2nc(N)nc(Nc3ccc(C)cc3)n2)cc1	?	-17%	3%
CCCN1CNc2c(c(=O)[nH]c(=S)n2CCc2ccc(C)c(C)c2)C1	?	?	1%
CN(C)c1ccnc(-n2cccc2/C=N/OCc2ccccc2)c1C#N	?	-13%	-1%
COc1ccc(CCOC(=O)CNC(=O)c2ccc(Cl)cc2Cl)cc1	12%	2%	-8%
COC1c2ccccc2C(=O)N1Cc1ccc(F)cc1 (centres undefined)	?	-7%	.
COc1cccc(N/C(=N/C(=S)Nc2ccc(C)cc2C)Nc2nc(C)cc(C)n2)c1	18µM*	?	4%
COC(=O)COC(=O)c1ccc(Oc2nc(OC)nc(N(C)C)n2)cc1	1%	-13%	-5%
O=C(COC(=O)C1COc2ccccc2O1)NC1CCCCC1 (centres undefined)	10%	19%	2%
CCN(CCO)CC1CCCC2CCCCC21 (centres undefined)	-13%	0%	.

(list continues)
Structure	TDP1 cell noCPT	DT40 TDP1 CPT	TDP1 inh
O=C(Nc1nnc(CCc2ccccc2)s1)C1CCN(C(=O)c2ccco2)CC1	?	?	.
CN(C)c1ccc(/C=N/NC(=O)c2ccc(-n3cnnn3)cc2)cc1	-12%	6%	0%
CC(C)Oc1cccc(C(=O)C2CCCN(C(=O)c3cc(C(F)(F)F)[nH]n3)C2)c1 (centres undefined)	?	?	6%
CCCCCCCCCC[n+]1cccc2cc(Br)ccc21	1.3µM*	0.63µM*	.
CN1c2ccc(Cl)cc2-c2nc(SCC(=O)NCc3ccc(F)cc3)ncc2S1(=O)=O	-10%	-18%	3%
Cc1ccc(S(=O)(=O)N2CCOCC2)cc1NC(=O)COC(=O)CCn1c(C)csc1=O	-2%	-4%	4%
CC(NC(=O)OCc1ccccc1)C(=O)Oc1cc2oc(=O)cc(-c3ccccc3)c2cc1Cl (centres undefined)	?	-16%	-1%
O=[N+]([O-])c1ccc(C2CNC(c3ccccc3)O2)cc1 (centres undefined)	-5%	-4%	-2%
CC[C@H](C)[C@H]1CNC(=O)C(=O)N1CC1CCN(CC2CCC(C)CC2)CC1 (some centres undefined)	-7%	?	.
CC1(C)OC(=O)C(=CNc2cccc(O)c2)C(=O)O1	6%	1%	0%
Cc1ccc(S(N)(=O)=O)cc1	-2%	-3%	1%&13%
CCOC(=O)C1=C(COC(=O)/C=C/c2cc(OC)c(OC)c(OC)c2)NC(=O)NC1C (centres undefined)	?	?	2%

Continued:
Structure	TDP1 cell noCPT	DT40 TDP1 CPT	TDP1 inh
O=c1[nH]c(C2CCN(S(=O)(=O)c3cccc(Cl)c3)CC2)nc2c1nnn2Cc1ccccc1	?	?	1%
CCN(Cc1nc2ccccc2c(=O)[nH]1)C(=O)CN1C(=O)NC2(CCCCC2C)C1=O (centres undefined)	-4%	-11%	1%
COc1ccccc1N1CCN(S(=O)(=O)c2ccc(-n3cnnn3)c(C)c2)CC1	-7%	-16%	3%
CCOC(=O)c1cc(-c2ccc(C)cc2)n(CC(=O)Nc2ccc(OC)c(Cl)c2)c1C	16µM*	18µM*	-3%
Cc1c(NC(=O)CN(c2ccc(F)cc2)S(=O)(=O)c2ccccc2)c(=O)n(-c2ccccc2)n1C	-1%	-1%	9%
COc1ccc(NC(=O)C2CCCN(C(=O)c3cnn(-c4ccccc4)c3-n3cccc3)C2)cc1 (centres undefined)	10µM*	?	0%
O=S(=O)(Nc1ccc(C(O)(C(F)(F)F)C(F)(F)F)cc1)c1cccc2ccccc12	21µM*	16µM*	.
CCCC(=O)OC1=C(C(C)=O)N(Cc2ccccc2)S(=O)(=O)c2ccccc21	?	?	1%
CC1Cc2ccccc2N1C(=O)CSc1nc2ccccc2s1 (centres undefined)	?	?	-3%
